HUVEC tox TNFa = cytotoxicity in TNFa-stimulated HUVEC, primary screen, cytotoxicity control for VCAM1 expression modulator project, imaging, Hoechst nuclei count | HUVEC TNFalpha-stimulated, Hoechst cell count | cell count reduction, % at 2 µM | hit rate 0.17% among 93,000 | AID 848, 2007;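 active = cell count reduction exceeding the screen mean by over 5 SD, scaled to untreated wells per plate, cut at about 78% in these data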;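 also: cells counted after 24 h of TNF alpha exposure following the 1 h pretreatment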
VCAM1 TNFa inh = inhibitors of TNFa-induced VCAM1 expression, primary screen, imaging, HUVEC, TNFa stimulus, immunofluorescence. HUVEC TNFa-induced VCAM-1 immunofluorescence, high-content imaging. inhibition, % at 2 µM. hit rate 0.48% among 95,000. AID 802, 2007;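 active = inhibition above the batch mean plus 3 SD, with images confirmed as a hit by eye, cut at about 37% in these data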;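 also: 0% = TNF-stimulated DMSO wells and 100% = unstimulated control wells; not every result past the cut was called active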
HUVEC tox IL1B = cytotoxicity in IL-1B stimulated HUVEC, primary screen, cytotoxicity control for IL-1B NFkB translocation project, imaging, Hoechst nuclear count, IL-1B stimulus; HUVEC cell count loss; hit rate 0.41% among 94,000; cell count reduction, % at 2 µM;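 active = cell count reduction more than 3 SD above the screen-wide mean, cut at about 70% in these data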;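 also: normalized per plate to untreated control cells as the no-loss baseline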
Smad3 FoxH1 inh = Smad3/FoxH1 peptide binding inhibitors, primary screen, biochemical, TR-FRET | inhibition, % at 25 µM | hit rate 0.29% among 88,000 | TR-FRET Smad3/Dy647-FoxH1 peptide binding, europium anti-His | Mothers against decapentaplegic homolog 3 (Homo sapiens), P84022;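 active = compounds that reduce the energy-transfer binding signal between the protein and its labelled peptide by more than half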;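 also: 0% = Smad3 plus labelled peptide maximal FRET and 100% = peptide-only background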
PTK2B oligo ant = antagonists of Pyk2 self-association, primary screen, Q293 cells, FERM NanoBiT luminescence, HTS; hit rate 0.83% among 99,000; z-score (the deposit names both 25 µM and 10 µM); stronger effect = lower value; Protein-tyrosine kinase 2-beta (Homo sapiens), Q14289;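 active = Z-score of -3 or lower, scaled per plate to the spread of control and sample wells; inactive = z-score above -3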;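 also: negative z-score means lost luminescence so less FERM oligomerization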
Target sequence (Q14289 whole entry, looked up): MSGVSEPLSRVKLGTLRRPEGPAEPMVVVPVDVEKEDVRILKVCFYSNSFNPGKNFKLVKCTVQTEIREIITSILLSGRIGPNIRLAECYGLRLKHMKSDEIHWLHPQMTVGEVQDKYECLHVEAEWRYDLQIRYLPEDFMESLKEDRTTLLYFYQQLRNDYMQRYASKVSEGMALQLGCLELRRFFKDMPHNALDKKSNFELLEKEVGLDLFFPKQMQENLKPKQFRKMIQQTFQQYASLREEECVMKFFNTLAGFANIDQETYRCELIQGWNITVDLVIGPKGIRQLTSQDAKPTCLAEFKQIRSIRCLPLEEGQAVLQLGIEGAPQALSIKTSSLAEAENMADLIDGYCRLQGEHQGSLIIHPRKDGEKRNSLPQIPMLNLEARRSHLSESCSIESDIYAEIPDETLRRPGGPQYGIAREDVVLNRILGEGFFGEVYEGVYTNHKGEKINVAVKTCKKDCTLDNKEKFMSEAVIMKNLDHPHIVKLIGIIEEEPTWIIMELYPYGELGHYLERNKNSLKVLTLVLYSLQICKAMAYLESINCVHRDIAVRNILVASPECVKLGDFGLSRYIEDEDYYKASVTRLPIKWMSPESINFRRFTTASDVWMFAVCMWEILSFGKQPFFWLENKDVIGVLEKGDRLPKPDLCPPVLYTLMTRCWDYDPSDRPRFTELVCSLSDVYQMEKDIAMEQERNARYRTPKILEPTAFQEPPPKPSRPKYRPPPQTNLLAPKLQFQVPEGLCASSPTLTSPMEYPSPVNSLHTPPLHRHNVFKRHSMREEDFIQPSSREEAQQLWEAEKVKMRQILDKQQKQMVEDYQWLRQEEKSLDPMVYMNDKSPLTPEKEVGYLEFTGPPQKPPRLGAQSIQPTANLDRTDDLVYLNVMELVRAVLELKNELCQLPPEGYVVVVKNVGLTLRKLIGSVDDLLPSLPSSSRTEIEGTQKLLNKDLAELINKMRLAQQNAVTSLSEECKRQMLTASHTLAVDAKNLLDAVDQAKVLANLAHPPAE
Lung fibro prol = antiproliferative effect on LL 47 fibroblasts – human, LL 47 cells, CellTiter-Glo luminescence, primary screen. hit rate 1.1% among 85,000. LL 47 human lung fibroblast viability, ATP luminescence; stronger effect = lower value. viability, % at 10 µM;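 active = viability at or below 50% in the single dose screen; inactive = viability above 50%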;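 also: compound exposure lasted 72 h before the ATP readout; 100% = median luminescence of untreated cell-only wells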
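material = human LL 47 lung fibroblast cells | dosing = compounds added from tenfold dosing solution, 0.1% DMSO final | timing = overnight cell rest, 72 h compound treatment at 37 °C | measured by = CellTiter-Glo luminescence measuring cellular ATP | evaluation = % viability versus median cells-only luminescence | control set = cell-only wells, no compound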
HUVEC inhibit = inhibitors of HUVEC proliferation, primary screen, cell-based, 384-well | AID 648, 2007 | viability, % at 10 µM (by protocol) | CellTiter-Glo luminescence, 72 h; stronger effect = lower value | hit rate 1.1% among 86,000;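 active = viability at or below 30%; inactive = viability above 30%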;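 also: 100% = median luminescence of DMSO-only cell control wells on each plate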
F-actin modifier = modifiers of F-actin cytoskeleton organization, primary screen, imaging, HUVEC, phalloidin staining, high-content imaging | HUVEC TNFa F-actin phalloidin imaging | inhibition, % at 2 µM | hit rate 0.18% among 91,000;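 active = inhibition above the batch mean plus 3 SD and confirmed as a hit by visual image inspection, cut at about 30% in these data, passing the limit was not always enough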; also: strong numbers were not always called active
H69AR growth 86K = proliferation blockers of H69AR lung cancer cells, primary screen, cell-based, human, 86K library; H69AR lung tumor viability, ATP luminescence, 72 h; stronger effect = lower value; viability, % at 10 µM; hit rate 6% among 85,000; AID 598, 2007;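 active = viability at or below 40%; inactive = viability above 40%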;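 also: multidrug resistant small cell line overexpressing MRP-1 efflux transporter; 100% = mean luminescence of untreated control wells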
Starred values were filed as active, the others as inactive; x = not tested or not shown; [ ] = another dose, or the depositor's remark.

canonical_smiles,HUVEC inhibit,Smad3 FoxH1 inh,H69AR growth 86K,Lung fibro prol,HUVEC tox IL1B,VCAM1 TNFa inh,HUVEC tox TNFa,PTK2B oligo ant,F-actin modifier
COc1cccc(NC(=O)CSCc2n[nH]c(=O)[nH]2)c1,101.6,5.4,92.1,103.4,-4.3,12.3,-2.2,-0.1,-3.0
Cc1cccc(CN2CCC(CNC(=O)CCNC(=O)Cn3ccc4ccccc4c3=O)CC2)c1,x,x,x,x,8.1,8.0,-1.3,0.03,4.1
COc1cccc(C2=CC(c3ccc(OC)c(OC)c3OC)n3nnnc3N2)c1 (stereo not drawn),84.8,-7.0,7.6*,79.1,x,x,x,1.54,x
CCC(C)NC(=O)CS(=O)Cc1nc(-c2ccccc2C)oc1C (stereo not drawn),90.9,2.2,92.1,95.1,9.4,22.0,-21.1,x,7.6
O=C(CSC1c2ccccc2C(=O)N1c1ccccc1)N1CCOCC1 (stereo not drawn),x,x,x,x,12.3,-3.7,1.6,-0.51,-1.3
COCCCNc1nc2c(c(=O)[nH]c(=O)n2C)n1CCCc1ccccc1,93.0,6.4,103.4,98.2,-44.6,1.0,-20.9,-0.22,-9.6
COC(=O)CSc1c(-c2ccccc2)c2cc(Cl)ccc2[nH]c1=O,x,x,x,x,7.6,-2.0,-11.0,-0.54,-5.0
CC(C)[C@H](NC(=O)NCc1cccs1)C(=O)O,96.7,-6.8,93.6,102.9,-21.4,3.0,-26.5,-0.3,4.5
O=C(COc1ccccc1O)c1cccs1,95.8,5.7,100.5,96.1,x,x,x,0.07,x
CCCCN(C)C(=O)CCC(=O)Nc1ccc2nc(N3CCOCC3)cc(C)c2c1,x,x,x,x,-7.3,-1.7,-2.2,0.5,13.3
O=C(NC1CCCCCCC1)C1=COCCO1,94.9,-4.8,86.1,104.6,x,x,x,2.08,x
CCOC(=O)c1sc(NC(=O)C(CC)Sc2nc3ccccc3[nH]2)nc1C (stereo not drawn),85.3,-7.3,94.8,100.6,x,-8.1,-39.9,-0.51,-3.8
Cc1ccc2c(c1)N(CCC(=O)NCCN1CCOCC1)C(=O)CO2,85.6,-2.6,96.1,95.0,-181.9,-12.4,4.5,3.11,-43.9
CNC(=O)/C(=C\c1ccc([N+](=O)[O-])cc1)NC(C)=O,x,x,x,x,-30.9,17.6,0.0,0.51,12.3
COc1ccc(CN2C(=O)c3ccccc3C(/C=N\OCc3ccc(C)cc3)C2=O)cc1 (stereo not drawn),x,x,x,x,-37.3,-10.4,8.8,0.04,12.4
CCOC(=O)CNC(=O)CSc1nc2nc(C)c(Br)cc2[nH]1,94.8,5.8,x,99.7,-78.5,24.2,-34.7,0.57,1.8
O=c1[nH]c2ccccc2c2nc3ccccn3c12,88.6,13.4,35.2*,90.4,x,x,x,-1.07,x
COc1cc(/C=N/n2cnnc2)ccc1OC(=O)c1cccnc1,102.2,16.2,92.2,95.3,-13.1,9.1,-5.0,0.36,-4.0
C[n+]1cnn2c1SCC1(COC1)C2,101.2,8.4,97.2,96.5,-2.0,8.2,7.9,0.76,-11.0
O=C1CN(C(=O)CN2CCCC2)C(c2ccccc2)c2cc(Br)ccc2N1 (stereo not drawn),88.4,2.4,104.7,91.5,-107.7,8.9,-1.1,0.8,-5.3
CC1CCN(c2c([N+](=O)[O-])nn(-c3ccc4c(c3)OCCO4)[n+]2[O-])CC1,112.5,7.5,92.8,99.8,2.5,-0.5,-2.9,-1,-5.1
O=S(=O)(c1ccc(Cl)cc1)N1CCn2c1nc1ccccc12,109.8,-9.7,100.0,95.5,-3.4,18.9,12.3,-0.7,-15.3
CCCCCCN1Cc2ccccc2C1,92.8,-7.1,92.5,93.2,2.2,-3.7,-1.2,-0.74,12.3
CCc1cc2c(=O)c(-n3cnc4ccccc43)coc2cc1O,95.0,7.9,77.8,106.2,-13.3,-4.9,-8.7,-2.11,3.9
Cc1ccc2c(c1)C(c1ccc(N3CCOCC3)cc1)=NNC(c1cccs1)=N2,x,x,x,x,-19.3,10.0,-19.6,0.37,-25.4

The results go on:
canonical_smiles,HUVEC inhibit,Smad3 FoxH1 inh,H69AR growth 86K,Lung fibro prol,HUVEC tox IL1B,VCAM1 TNFa inh,HUVEC tox TNFa,PTK2B oligo ant,F-actin modifier
Cc1cc(OCC(=O)NCCO)ccc1Cl,84.5,-1.1,99.2,102.8,x,x,x,0.94,x
CC(=O)c1c(C)[nH]c(C(=O)NCc2ccccn2)c1C,x,x,x,x,19.3,2.9,-22.8,0.4,6.4
Cc1ccc(CNC(=O)c2coc(=O)c3ccccc23)o1,96.3,-16.5,97.8,93.3,2.3,-9.7,3.4,-0.19,-8.7
CCN(CC)C(=O)C1CCN(S(=O)(=O)c2ccc(C3CNC(=O)C3)cc2)CC1 (stereo not drawn),x,x,x,x,6.3,5.2,-8.9,x,8.5
COc1ccc2cc(CN(CCCN3CCOCC3)Cc3nnnn3C3CCCC3)c(=O)[nH]c2c1,91.9,-8.0,75.3,87.8,-22.3,-9.7,-10.7,0.08,5.6
CCOC(=O)NC1(C(F)(F)F)C(=O)NC(C)=C1C#N (stereo not drawn),103.2,4.8,106.3,93.7,-11.3,-0.3,-2.2,0.73,-6.3
CCCN1CCN(C(=O)C2CCN(S(=O)(=O)c3ccc4c(c3)oc(=O)n4C)CC2)CC1,101.5,-2.3,63.6,94.5,5.7,6.4,-5.1,x,7.2
Cc1ccc(CNC(=O)/C(C#N)=C/c2ccc(C)s2)cc1,x,x,x,x,-27.1,18.2,-12.0,-0.49,-0.8
COc1cccc(NS(=O)(=O)c2c(C)cc(C)cc2C)c1,90.4,8.4,92.9,96.2,-0.6,16.2,31.9,-0.47,-5.2
COc1cccc(OC)c1OCCCSc1nc(C)cc(=O)[nH]1,87.1,-3.5,96.3,99.6,-75.6,21.0,-9.4,1.44,-0.8
COC(=O)CSc1nnc2c3c4c(sc3nc(-n3nc(C)cc3C)n12)COC(C)(C)C4,92.5,11.0,68.6,97.6,-5.6,-4.0,1.5,0.28,28.7
CCOCCCNC(=O)C(c1ccc(Cl)cc1)N1CCN(C(=O)c2ccco2)CC1 (stereo not drawn),92.7,-0.5[fluorescence artefact?],74.0,98.9,25.7,-3.3,-6.2,0.38,-16.6
CN(C(=O)CSc1nnnn1-c1ccccc1)C1CCCCC1,99.6,-5.7,87.6,x,25.7,12.3,16.3,-0.7,14.3
Cc1c(NC(=O)CN2CC(C)OC(C)C2)c(=O)n(-c2ccccc2)n1C (stereo not drawn),95.4,-5.4,90.5,102.8,11.5,16.0,2.5,1.68,8.9
CCOC(=O)CC1C(=O)NCCN1C(=O)Nc1ccccc1 (stereo not drawn),99.7,-1.6,109.7,99.5,-5.2,4.3,-0.8,0.53,-3.6
CN(C)S(=O)(=O)c1ccc(NC(=O)c2cc3ccccc3o2)cc1,x,x,x,x,-45.7,-7.9,10.9,-0.47,-10.2
COc1c(Cl)cc(-c2noc(C)c2C(=O)NC(C)C)cc1Cl,105.2,-10.5,100.6,97.1,x,x,x,x,x
CCCCNC(=S)NCCN1CCCCC1,97.0,-5.8,98.8,99.6,15.8,2.3,-22.7,1.79,-2.3
CCc1ccccc1NC(=O)NC1CC2CCC(C1)N2Cc1cccs1 (stereo not drawn),x,x,x,x,-5.6,14.1,-23.6,0.51,8.2
COCCn1c(-c2ccc(OC)cc2)cnc1N,87.1,8.3,86.3,98.6,x,x,x,0.96,x
CC1(C)C(O)=C(c2nc3ccccc3[nH]2)C(=N)N1c1ccccc1,85.8,-14.5,58.9,95.9,-17.3,28.3,-30.2,0.63,22.0
N#Cc1c(N)nc2c(c1-c1ccncc1)CCCC2,90.7,11.4,82.2,86.5,-1.2,-6.5,-2.5,-0.1,-14.2
Nc1nc(SCC(=O)NCC2CCCO2)n[nH]1 (stereo not drawn),107.8,2.4,x,96.9,-71.8,6.6,-11.7,2.16,6.3
CCCC1(CCC)NC(=O)N(CC(=O)N2CCN(C(=O)c3ccco3)CC2)C1=O,x,x,x,x,9.0,-12.9,-26.0,-0.02,26.6
c1ccc(N2CCN(C3CCSC3)CC2)cc1 (stereo not drawn),99.5,-9.2,90.3,103.0,-13.2,3.1,-16.1,0.6,x

(further entries)
canonical_smiles,HUVEC inhibit,Smad3 FoxH1 inh,H69AR growth 86K,Lung fibro prol,HUVEC tox IL1B,VCAM1 TNFa inh,HUVEC tox TNFa,PTK2B oligo ant,F-actin modifier
O=S(=O)(Cc1ccccc1)N1CCN(C/C=C/c2ccccc2)CC1,94.9,-1.6,87.8,85.4,-16.9,-2.3,-27.9,0.71,8.7
CC(=O)c1cn(CC(=O)NCc2cccnc2)c2ccccc12,109.2,-0.4,105.9,102.2,-21.0,24.8,-7.6,1.39,4.3
Cc1ccc2c(CC(=O)NC3=NCCS3)coc2c1,105.4,14.8,86.3,102.1,-56.8,4.8,-26.9,0.11,8.0
CC(=O)c1ccc(OCC(O)CN2CCOCC2)cc1 (stereo not drawn),102.1,1.2,95.1,97.3,x,x,x,x,x
O=C(CCC(=O)OCC(=O)c1ccc(Br)cc1)Nc1cccc2cccnc12,x,x,x,x,20.7,-8.6,5.5,2.78,-10.2
O=C(O)CCN1C(=O)C2CCCCC2C1=O (stereo not drawn),103.7,-5.7,91.6,103.1,8.9,-8.2,-2.8,0.18,x
CCc1c(C)nc2ncnn2c1N1CCC(C(=O)N2CCN(c3ccccc3)CC2)CC1,97.5,-17.9,91.7,99.8,x,x,x,x,x
COc1ccccc1CNC(=O)c1cnn2c(C(F)F)cc(C)nc12,76.7,0.8,76.1,91.7,-22.0,13.7,6.7,-0.19,1.1
O=C(NN1C(=O)C2C(C1=O)C1C=CC2C12CC2)c1ccncc1 (stereo not drawn),x,x,x,x,24.2,-3.0,-5.8,-0.22,-17.0
CCS(=O)(=O)N1CCCC(C(=O)NC2CCCC2)C1 (stereo not drawn),104.3,-9.2,100.5,106.4,-6.6,-11.2,6.2,-2.05,4.0
O=C(NCc1cccs1)C(Cc1ccccc1)NS(=O)(=O)c1cccs1 (stereo not drawn),104.2,-10.4,94.3,104.8,10.4,-14.1,-24.4,-0.77,14.6
O=C(Nc1ccc(N2CCOCC2)cc1N1CCOCC1)c1cccs1,75.0,15.3,63.7,91.3,1.6,11.5,-4.0,0.59,11.9
Cc1[nH]c(C(=O)O)c(C)c1C(=O)OC(C)C,x,x,x,x,-15.5,15.7,-16.9,0.45,-9.4

Reformatted: entries from further up
> COc1ccccc1CNC(=O)c1cnn2c(C(F)F)cc(C)nc12
  HUVEC inhibit: 76.7
  Smad3 FoxH1 inh: 0.8
  H69AR growth 86K: 76.1
  Lung fibro prol: 91.7
  HUVEC tox IL1B: -22.0
  VCAM1 TNFa inh: 13.7
  HUVEC tox TNFa: 6.7
  PTK2B oligo ant: -0.19
  F-actin modifier: 1.1

> O=C(NN1C(=O)C2C(C1=O)C1C=CC2C12CC2)c1ccncc1 (stereo not drawn)
  HUVEC inhibit: x
  Smad3 FoxH1 inh: x
  H69AR growth 86K: x
  Lung fibro prol: x
  HUVEC tox IL1B: 24.2
  VCAM1 TNFa inh: -3.0
  HUVEC tox TNFa: -5.8
  PTK2B oligo ant: -0.22
  F-actin modifier: -17.0

Assay outcomes deposited in PubChem by several laboratories.

This is a subset; rates above refer to the full screens.
